High-throughput results deposited in PubChem BioAssay by Sanford-Burnham Center for Chemical Genomics.
Rat MKP-3 inhibitors = inhibition of rat DUSP6 enzyme activity – biochemical, in vitro, primary screen (AID 425) | recombinant MKP-3 phosphatase activity, fluorescence; higher % means a stronger effect | 0.17% of 110,000 active | one-dose inhibition, % at 20 µM; IC50 in µM for titrated hits; in the data active means inhibition above about 50%;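 further: plate controls were vehicle for no effect and reference inhibitor for full effect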
Hsp70 inhibitors = Hsp70 inhibitors, probe displacement, primary screen, biochemical, fluorescence polarization (AID 583). 0.06% of 140,000 active. Hsp70 fluorescence polarization probe displacement, mP; higher % means a stronger effect. displacement, % at 20 µM, or IC50 in µM where a hit was titrated; in the data active means displacement above about 50%;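 further: plate controls were vehicle for no effect and reference ligand for full effect; a part of the inactive calls stands beside numbers as strong as those of hits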
* marks the source's active call; other numbers are inactive results; . = not tested or not shown; & = joins results of further samples. Some of the compounds tested, so the mix of outcomes need not match the whole.

Screens in order: Rat MKP-3 inhibitors | Hsp70 inhibitors
- O=C(Nc1ccc(-c2nc3ccccc3o2)c(O)c1)c1cc(I)ccc1Cl
    0% | -1.0%
- COc1cccc(NC(=O)CCSc2nnc3scc(-c4ccccc4)n23)c1
    -5% | .
- CCC1Sc2ccccc2N(CC(=O)NCCC2=CCCCC2)C1=O (stereo not drawn)
    . | 0.9%
- COC(=O)c1ccc2c(=O)n(CCN3CCOCC3)c(SCC(=O)C(C)(C)C)nc2c1
    . | -6.0%
- CCOc1ccc(Nc2oc(-c3ccco3)nc2C#N)cc1
    -7% | -3.7%
- O=C(NN1C(=O)/C(=C/c2cccc3ccccc23)SC1=S)c1cccc(O)c1
    0% | -2.8%
- COc1ccc(NC(=O)c2ccc(NS(=O)(=O)c3c(C)noc3C)cc2)cc1OC
    4% | -2.5%
- CCC(C(=O)O/N=C(\N)c1ccc(C)cc1)c1ccccc1 (stereo not drawn)
    . | 6.0%
- COC(=O)c1ccc(CC(=O)c2ccc(O)cc2O)o1
    -10% | -4.0%
- O=C1C2C3C=CC(C3)C2C(=O)N1c1ccc2ccccc2n1 (stereo not drawn)
    . | -3.9%
- COC(=O)c1ccsc1NC(=O)C1=COCCO1
    -1% | 1.4%
- Cc1cc(OCC(=O)Nc2cc(Cl)ccc2Cl)ccc1Br
    -2% | -1.4%
- O=C1CC(Sc2nc3ccccc3s2)C(=O)N1c1cc(Cl)ccc1Cl (stereo not drawn)
    2% | .
- O=S(=O)(NCc1ccncc1)c1cc(Cl)ccc1Cl
    -1% | -5.5%
- CCc1n[nH]c(=O)n1Cn1c(CC)n[nH]c1=O
    -6% | -3.0%

Two of the compounds above, as a markdown table:
| SMILES | Rat MKP-3 inhibitors | Hsp70 inhibitors |
| --- | --- | --- |
| Cc1cc(OCC(=O)Nc2cc(Cl)ccc2Cl)ccc1Br | -2% | -1.4% |
| O=C1CC(Sc2nc3ccccc3s2)C(=O)N1c1cc(Cl)ccc1Cl (stereo not drawn) | 2% | . |

(further entries)
Screens in order: Rat MKP-3 inhibitors | Hsp70 inhibitors
- CC(C)(C)c1cnnn1-c1ccc(N)cc1
    3% | 4.8%
- O=C(NC1C(=O)NNC1c1ccccc1)c1ccc(F)cc1 (stereo not drawn)
    . | 0.7%
- CCOc1ccc(C(Nc2ccc(C)cc2)P2(=O)OCCCO2)cc1 (stereo not drawn)
    . | -3.7%
- Cc1ccnc(SCCn2c(N3CCN(Cc4ccccc4)CC3)nc3c2c(=O)[nH]c(=O)n3C)n1
    0% | 0.0%
- CCC12CN3CC(CC)(CN(C1)C3c1ccc(OC)cc1)C2=O (stereo not drawn)
    -1% | 4.0%
- COc1ccc(-c2cc(=O)oc3cc(OC(C)C(=O)O)ccc23)cc1 (stereo not drawn)
    . | -3.2%
- CCCc1nnc(NC(=O)CCCC(=O)O)s1
    -6% | -0.2%
- O=C(/C=C/c1ccc(OCc2ccccc2)cc1)c1cccs1
    4% | 0.1%
- CS(=O)(=O)N1CCN(c2ccccc2NC(=O)c2ccc3ccccc3c2)CC1
    . | -2.8%
- O=C(NCc1ccccn1)C1CCN(Cc2cnn(-c3ccccc3)c2-n2cccc2)CC1
    . | 6.2%
- Cc1ccc(-c2c3c(=O)n(C)c(=O)n(C)c3cn2Cc2ccccn2)cc1
    3% | 5.4%
- COc1ccc(CCn2c(O)c(/C=C3/C=c4ccccc4=NC3=O)sc2=S)cc1OC
    3% | -4.1%
- Fc1cccc(Cl)c1CSc1nc2ccccc2[nH]1
    -2% | -0.8%
- O=C(CSc1nnc(-c2ccc(Br)cc2)o1)NC1CCCCC1
    1% | 1.6%
- C=CCn1c(C)cc(C(=O)COC(=O)C2CC(=O)N(Cc3ccccc3)C2)c1C (stereo not drawn)
    -9% | 3.9%

The list goes on; the last 4 above are carried over.
Screens in order: Rat MKP-3 inhibitors | Hsp70 inhibitors
- COc1ccc(CCn2c(O)c(/C=C3/C=c4ccccc4=NC3=O)sc2=S)cc1OC
    3% | -4.1%
- Fc1cccc(Cl)c1CSc1nc2ccccc2[nH]1
    -2% | -0.8%
- O=C(CSc1nnc(-c2ccc(Br)cc2)o1)NC1CCCCC1
    1% | 1.6%
- C=CCn1c(C)cc(C(=O)COC(=O)C2CC(=O)N(Cc3ccccc3)C2)c1C (stereo not drawn)
    -9% | 3.9%
- COc1ccc(/C=C/C(=O)c2ccc[nH]2)c(OC)c1OC
    . | 1.1%
- Cc1ccc2c(c1)NC(=O)C(CC(=O)NCCCN1CCCC1=O)O2 (stereo not drawn)
    -2% | 4.3%
- COc1cccc(-c2nc(CS(=O)(=O)CC(=O)NCCCN3CCc4ccccc4C3)c(C)o2)c1
    -8% | 3.7%
- c1ccc(C2=Nn3c(nnc3-c3ccncc3)SC2)cc1
    -15% | 4.2%
- O=C(COc1ccc(Cl)cc1Cl)N1CCN(c2ccccc2)CC1
    1% | -1.3%
- Cc1nnc(SCC(=O)Nc2sc3c(c2C#N)CCCC3)[nH]c1=O
    1%&5% | 6.1%&6.0%
- CC1=CC(C)(C)N2C(=O)C3(SCC(=O)N3c3ccc(F)cc3)c3cc(C)cc1c32 (stereo not drawn)
    . | -4.3%
- Clc1ccc(Cn2cc(/C=N/n3cnnc3)c3ccccc32)cc1
    -3% | -3.7%
- COc1cc2c(C#N)c(N3CCN(C)CC3)nc(N)c2c(N)n1
    . | 3.9%
- CCN1C(=O)/C(=C2\SC(=O)N(Cc3ccccc3)C2=O)c2ccccc21
    1% | -2.9%
- CCOC(=O)C1=C(N)n2c(s/c(=C\c3ccco3)c2=O)=C(C(=O)OCC)C1c1ccco1 (stereo not drawn)
    1% | -4.8%
- COC(=O)c1c(N=CN(C)C)c(C#N)c2n1CCCC2
    -11% | -5.0%
- CCOC(=O)Cn1nc(-c2ccc(Cl)cc2)ccc1=O
    -5% | 1.0%
- Cc1cccc(NC(=S)NCC2CCCO2)c1 (stereo not drawn)
    . | 3.4%
- COc1cc(OC)c(NC2c3ccccc3C(=O)N2c2cc(C)ccn2)cc1Cl (stereo not drawn)
    -3% | -3.3%
- Cn1c(=O)n(Cc2ccccc2)c2ccccc21
    -9% | -0.5%
- CCSc1nc2c(c(=O)[nH]1)C(c1ccncc1)C(C(=O)OC(C)C)=C(C)N2 (stereo not drawn)
    -4% | 1.1%
- CCOC(=O)/C(C(C)=O)=C1\OC(=O)c2ccccc21
    5% | -0.5%
- CCc1nnc(NC(=O)C2Cc3ccccc3C(=O)O2)s1 (stereo not drawn)
    -13% | 4.6%
- CCCn1c(SCC(=O)Nc2cccc(NC(C)=O)c2)nnc1C(C)C
    -10% | 4.9%
- COc1cc(OC)c(-c2nn3c(-c4ccco4)nnc3s2)cc1OC
    -8% | 5.6%
- Cc1csc(NC(=O)c2ccc(Cl)cc2[N+](=O)[O-])n1
    2% | 1.8%
- CCC(C)NC(=O)CN(c1ccc(OC)cc1OC)S(=O)(=O)c1ccc(C)cc1 (stereo not drawn)
    -8% | 2.6%
- CN(C)S(=O)(=O)CC12CCC(CC1=O)C2(C)C (stereo not drawn)
    -14% | 1.8%
- Cc1cc(C(=O)Nc2cccnc2Cl)on1
    . | 7.5%
- C/C(=N/O)c1cc(C(C)(C)C)c(O)c(C(C)(C)C)c1
    . | -1.1%
- CCC1CCc2c(sc3ncnc(N4CCOCC4)c23)C1 (stereo not drawn)
    -10% | -1.5%
- CCOc1ccc(OCC)c(NC(=O)c2[nH]c(C)c(C(C)=O)c2C)c1
    -4% | -1.1%
- Cn1c(=O)c2c(n3cnnc13)-c1ccccc1CC21CCCC1
    . | -1.6%
- NC(=O)c1ccccc1NC(=O)c1ccccc1C(=O)O
    0% | 1.5%

Three compounds drawn at random from those above:
Screens in order: Rat MKP-3 inhibitors | Hsp70 inhibitors
- CCOc1ccc(OCC)c(NC(=O)c2[nH]c(C)c(C(C)=O)c2C)c1
    -4% | -1.1%
- CCC1CCc2c(sc3ncnc(N4CCOCC4)c23)C1 (stereo not drawn)
    -10% | -1.5%
- CCC(C)NC(=O)CN(c1ccc(OC)cc1OC)S(=O)(=O)c1ccc(C)cc1 (stereo not drawn)
    -8% | 2.6%

Going on with the list.
Screens in order: Rat MKP-3 inhibitors | Hsp70 inhibitors
- Cc1cc(=O)n(CC(C)C)c(O)c1C#N
    -4% | 2.9%
- O=C(Cn1cc2c(n1)CCCC2)Nc1cc(-c2cccc(Cl)c2)no1
    5% | 6.5%
- O=C1C2ON(c3ccccc3)C(c3ccc(Br)cc3)C2C(=O)N1c1ccccc1C(F)(F)F (stereo not drawn)
    -4% | -1.9%
- O=C(NC1CCCC1)c1ccc(CN(c2ccccn2)S(=O)(=O)c2ccccc2)cc1
    1% | 1.0%
- CCCCC(C(=O)NC(=O)NCc1ccccc1)N1C(=O)c2ccccc2C1=O (stereo not drawn)
    . | 3.3%
- Cc1ccc(C(OC(=O)c2ccco2)C(=O)NCc2cccs2)cc1 (stereo not drawn)
    -6% | -3.2%
- Cc1ccc(S(=O)(=O)N2CCCC(NC(=O)N3CCN(c4ccccc4)CC3)C2)cc1 (stereo not drawn)
    2% | 5.5%
- C=CCSc1nnc2c(n1)OC=Nc1ccc(Br)cc1-2
    . | 8.2%
- O=C(Nc1ccc(O)cc1)c1cc(S(=O)(=O)N2CCCC2)ccc1Cl
    5% | 8.7%
- COc1ccc(/C=C2\C(=O)NC(=O)N(c3cc(C)cc(C)c3)C2=O)c(OC)c1
    3% | 3.2%
- CC(C)(C)n1nnnc1CN1CCSCC1
    . | -2.7%
- CC(C)c1ccc(NC(=O)C2CC(=O)N=C(N)S2)cc1 (stereo not drawn)
    4% | -2.1%
- N#Cc1nc(COc2cccc(Cl)c2)oc1NCc1ccco1
    -5% | .
- BrC(/C=N\N1CCN(c2ccccc2)CC1)=C\c1ccccc1
    5% | -4.1%
- O=C(COC(=O)c1cccnc1Cl)c1ccc(Cl)cc1Cl
    . | -8.4%
- CCOc1ccc(C2C=C(c3ccc(F)cc3)Nc3ncnn32)cc1 (stereo not drawn)
    -4% | 20%
- CCOc1c(Br)cc(/C=C2\C(=O)NC(=O)N(c3ccc(OC)cc3)C2=O)cc1OC
    0% | 6.4%
- COCc1nnc(NC(=O)c2sc3ccccc3c2Cl)s1
    2% | -0.9%
- NC(=O)C1CCN(C2OC(=O)c3ccccc32)CC1 (stereo not drawn)
    5% | 1.2%
- COc1ccccc1N1CCN(C(=O)C2C3C=CC4(CN(Cc5ccccc5Cl)C(=O)C24)O3)CC1 (stereo not drawn)
    -5% | 7.4%
- CC(=O)c1ccc(NS(=O)(=O)c2cccc(C)c2)cc1
    -12% | 0.5%
- CCOc1ccccc1NC(=O)NC1(C(=O)N2CCN3CCCC3C2)CCCCC1 (stereo not drawn)
    -10% | 0.5%
- CN(c1ccccc1C(=O)Nc1cccc(C(F)(F)F)c1)S(C)(=O)=O
    -7% | 3.9%
- COc1cc([N+](=O)[O-])ccc1-c1ccc(/C=C2\C(=O)NC(=O)N(c3ccccc3)C2=O)o1
    6% | -3.0%
- O=C(CCCCCN1C(=O)c2ccccc2C1=O)NCc1ccccn1
    1% | -0.4%
- CC(=O)N1CCN(c2ccc(NC(=O)c3ccc(C(C)(C)C)cc3)cc2)CC1
    -1% | 5.4%
- O=C(/C=C/c1ccccc1)NCCSCc1ccccc1Cl
    4% | -0.1%
- Cc1ccc(C=NCc2ccncc2)c(O)c1
    -15% | -0.9%
- CC1(C)CC(=O)C=C(NNC(=O)c2ccc(O)cc2)C1
    -2% | -1.8%
- O=C(CCc1ccccc1)Nc1nc(-c2ccc(Cl)c(Cl)c2)cs1
    2% | 1.5%
- CCOC(=O)c1ccc(N=Cc2ccc(Br)s2)cc1
    0% | 3.3%
- CCOC(=O)C1=C(O)/C(=C/c2ccccc2Cl)SC1=Nc1ccccc1
    5% | -2.2%
- CCC(C)[C@H](NC(=O)NCc1ccco1)C(=O)O (stereo partly drawn)
    1% | -2.8%
- C=CCc1cccc(/C=N/NC(=O)c2cc(-c3ccc(OC)cc3)n[nH]2)c1O
    18% | 3.9%
- CCC(C)(C)n1nnnc1C(c1cccnc1)N1CCN(c2cccc(C(F)(F)F)c2)CC1 (stereo not drawn)
    . | -1.1%
- COc1ccc2c(-c3cccnc3)cc(=O)[nH]c2c1
    -4% | 7.0%
- COc1ccc(OC)c(C2C(C#N)=C(N)Oc3cc(C)[nH]c(=O)c32)c1 (stereo not drawn)
    -5% | 2.6%
- O=C(NCc1ccc2c(c1)OCO2)C1CC(c2ccc(Cl)cc2)=NO1 (stereo not drawn)
    . | -0.6%
- O=C(CN(Cc1ccccc1)Cc1ccccc1)NCCNc1ccc([N+](=O)[O-])cc1Cl
    4% | -2.6%
- Cc1ccc2[nH]c3c(c2c1)CCC3=O
    4% | 0.4%
- CC(=O)CCn1c(=O)n(CCC(C)=O)c(=O)n(CCC(C)=O)c1=O
    -8% | -2.8%
- COC(=O)c1c(N)n(-c2ccc(NC(C)=O)cc2)c2nc3ccccc3nc12
    10% | -5.3%
- c1ccc(-n2ncc3c(N4CCN(C5c6ccccc6-c6ccccc65)CC4)ncnc32)cc1
    7% | -1.0%
- CCC(=O)c1ccc(OCC(O)CN2CCOCC2)cc1 (stereo not drawn)
    -1% | 3.4%
- CCC1(C)CC(CC#N)(c2ccccc2OC)CCO1 (stereo not drawn)
    4% | -9.7%
- Cc1ccc([N+](=O)[O-])cc1NC(=O)COc1cccc(Cl)c1
    4% | 0.9%
- CN(CCO)C(=O)CCC(=O)Nc1ccc(S(N)(=O)=O)cc1
    -6% | 3.3%
- Cc1cc(C)n2c(SCC#N)nnc2n1
    -5% | -2.6%
- CCCn1c(CCc2ccccc2)nnc1SCC(=O)N1CCOCC1
    -12% | 3.3%
- COc1cc(/C=N/NC(=O)CCc2c(C)n[nH]c2C)ccc1O
    . | -6.0%
